# Compound activity: PubChem BioAssay, The Scripps Research Institute Molecular Screening Center
# FBW7 act: activators of human E3 ligase FBW7 | Q969H0 | AlphaScreen FBW7–phospho-cyclin E peptide binding, activator screen | normalized activity (activation), % at 26.1 µM | 650,000 compounds, 0.13% hits; in the data active = normalized activity above about 1.9%;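 also: purified mutant Fbw7 with reduced substrate affinity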
# TEAD-YAP block: TEAD-YAP interaction inhibition; inhibition, % at 9.12 µM; 640,000 compounds, 1.4% hits; HEK-TIYL cells, TEAD-Gal4/YAP UAS-luciferase luminescence; in the data active = inhibition above about 32%;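 also: 0% = median of test compound wells and 100% = reference inhibitor wells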
# MITF primary: blocks human microphthalmia-associated transcription factor; inhibition, % at 2.6 µM; O75030; 650,000 compounds, 0.91% hits; AlphaScreen MITF homodimerization, bead proximity signal; in the data active = inhibition above about 50%;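 also: 0% = vehicle wells with protein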
# Target sequence (O75030 whole entry, looked up): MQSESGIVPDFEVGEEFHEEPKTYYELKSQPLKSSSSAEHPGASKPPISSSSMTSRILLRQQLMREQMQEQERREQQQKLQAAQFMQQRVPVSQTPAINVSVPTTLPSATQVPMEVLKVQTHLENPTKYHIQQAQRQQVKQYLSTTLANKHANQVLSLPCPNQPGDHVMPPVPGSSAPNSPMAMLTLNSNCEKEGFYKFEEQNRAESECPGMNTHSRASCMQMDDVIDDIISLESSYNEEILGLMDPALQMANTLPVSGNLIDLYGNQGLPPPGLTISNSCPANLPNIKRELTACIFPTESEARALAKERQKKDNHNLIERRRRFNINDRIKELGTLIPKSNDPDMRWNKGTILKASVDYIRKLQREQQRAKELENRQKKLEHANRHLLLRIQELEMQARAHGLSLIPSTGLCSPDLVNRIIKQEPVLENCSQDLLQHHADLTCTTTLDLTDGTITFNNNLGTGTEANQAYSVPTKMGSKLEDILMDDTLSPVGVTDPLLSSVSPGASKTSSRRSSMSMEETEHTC
# GPR151 ag: activates the human receptor GPR151; Q8TDV0; PathHunter beta-arrestin GPR151 cells, luminescence; activation, % at 11.2 µM; 650,000 compounds, 1% hits; in the data active = activation above about 4.9%;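 also: 0% = median of compound wells and 100% = cells with positive control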
# Target sequence (Q8TDV0 whole entry, looked up): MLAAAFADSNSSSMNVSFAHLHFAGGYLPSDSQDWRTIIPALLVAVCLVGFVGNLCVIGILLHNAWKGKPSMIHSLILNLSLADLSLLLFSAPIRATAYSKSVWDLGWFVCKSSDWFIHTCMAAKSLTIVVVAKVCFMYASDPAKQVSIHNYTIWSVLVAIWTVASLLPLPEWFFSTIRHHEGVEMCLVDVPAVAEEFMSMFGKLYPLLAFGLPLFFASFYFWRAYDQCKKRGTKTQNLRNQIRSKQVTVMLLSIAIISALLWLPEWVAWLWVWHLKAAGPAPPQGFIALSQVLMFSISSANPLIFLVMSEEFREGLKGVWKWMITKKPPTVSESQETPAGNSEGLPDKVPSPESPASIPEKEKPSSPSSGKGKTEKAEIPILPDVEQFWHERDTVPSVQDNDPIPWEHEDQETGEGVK
# Active calls of the source: *. No enrichment for hits; about 3.4% have a hit in one of these screens.
# Value order: FBW7 act, TEAD-YAP block, MITF primary, GPR151 ag
- O=C(c1ccccc1)N1CCN2C(=O)[C@@H]3C[C@@H](O)CN3C(=O)[C@H]2C1
    0.3, -3, -4, 0.4
- CCOc1ccc(/C(O)=C2/C(=O)C(=O)N(CCCN3CCOCC3)C2c2ccc(OC)cc2)cc1C (stereo not given)
    0.1, -8, -10, 1.4
- CCn1c(SCC(=O)Nc2ccc(OC)cc2)nc2ccsc2c1=O
    0.1, -8, 5, 2.4
- CCOC(=O)c1ccc(NS(=O)(=O)c2ccc(SC)cc2)cc1
    0.0, -2, -2, -0.8
- O=C(CC1(C(=O)Nc2ccccc2Cc2ccccc2)CCCC1)N1CCOCC1
    0.3, 1, 2, 0.1
- CCCNc1ccnc(-c2cccc(N)c2)n1
    -0.1, -26, 2, -1.9
- CCOC(=O)N/N=C/c1cccc(OCC)c1O
    0.1, -17, -25, -0.9
- O=C(Nc1cccc(-c2nc3ccccc3s2)c1)c1cccc(F)c1
    0.1, -2, 12, -2.3
- COc1ccc(NC2c3ccccc3C(=O)N2c2cccnc2)cc1Cl (stereo not given)
    -0.5, -4, 0, 0.2
- CCNC(=O)c1cc2c(=O)n3ccccc3nc2n(Cc2ccc(OC)cc2)c1=N
    0.1, -3, 7, -2.6
- COc1cc(C)[n+](OC(=O)N(c2ccccc2)c2ccccc2)c(C)c1
    0.6, 5, 5, -0.5
- O=C(/C=C/c1ccccc1)Nc1nnc(SCC(=O)N2CCCCC2)s1
    0.0, -8, 14, -0.4
- COc1cccc(-n2c(=O)[nH]c3c(C(N)=O)nc(-c4cccc(O)c4)nc32)c1
    0.0, 0, 12, 0.8
- O=C(NCc1ccc2c(c1)OCO2)c1nn2cccnc2c1Cl
    0.0, -8, 12, -2.0
- O=C1c2oc3ccc(Cl)cc3c(=O)c2C(c2ccccn2)N1c1nccs1 (stereo not given)
    0.0, -5, 9, -0.1
- CC1CCN(Cc2nnnn2CC(=O)NCC2CC2)CC1
    -0.2, -10, -1, 2.5
- Cc1[nH]c2ccccc2c1CCNC(=O)c1ccc(Cl)cc1Cl
    0.2, -21, 17, 0.0
- CNC(=O)C1CCN(S(=O)(=O)c2cc(OC)ccc2OC)CC1
    0.0, 4, 7, -0.3
- NC1=NS(=O)(=O)NC1c1cccc(F)c1 (stereo not given)
    -0.1, 2, 0, -1.2
- COc1ccc(N2C(=O)C3C4c5ccccc5C(C(=O)O)(c5ccccc54)C3C2=O)cc1 (stereo not given)
    0.0, 4, -9, -0.2
- COc1cccc(-n2c(=O)c3cc(OC)c(OC)cc3n(CC(N)=O)c2=O)c1
    -0.1, -4, 9, -0.6
- Cc1cc2c(c(-c3ccc4nc(C)ccc4c3)c1)OC(CNC(=O)CCn1cncn1)C2 (stereo not given)
    0.4, 3, 22, -1.2
- CCc1ccc(/C=C2/C(=O)NC(=O)N2C(C)=O)cc1
    0.0, -9, 0, -0.1
- O=C(CCC1CCCC1)Nc1c2c(nn1-c1ccc(Cl)cc1)CS(=O)(=O)C2
    -0.2, -10, -1, -1.1
- Cc1cc(=O)n2nc(N3CCCC(C(=O)NCc4ccco4)C3)sc2n1 (stereo not given)
    0.0, 0, 7, -1.0
- COCC1CCN(C(=O)CC2(c3cccc(F)c3)CC(=O)N(C3CCCC3)C2=O)CC1 (stereo not given)
    -0.2, -7, -1, -0.7
- COCCNC(=O)Cn1cnc2c(cnn2-c2ccccc2Cl)c1=O
    0.5, -8, 24, -1.8
- O=C(O)c1nccnc1-c1nc2ccccc2s1
    0.0, -15, 14, -1.3
- Cc1cccc(Nc2nc(N3CCOCC3)c3ccccc3n2)c1
    0.1, 38*, -9, 1.0
- Nc1nc2n(n1)C(c1ccccc1Cl)CC(c1ccc(F)cc1)N2 (stereo not given)
    0.1, 7, -12, 4.2

# Additional results follow.
# Value order: FBW7 act, TEAD-YAP block, MITF primary, GPR151 ag
- COc1ccc(-n2nc3c(c2NC(=O)C2CCCCC2)CS(=O)(=O)C3)cc1
    0.0, 0, 12, 1.6
- COc1ccc([N+](=O)[O-])cc1N1C(=O)C2C3c4ccccc4C(c4ccccc43)C2C1=O (stereo not given)
    -0.1, 4, 2, -0.2
- CC1(C)Cc2c(sc3nc(SCC(=O)c4ccc(Cl)cc4)nc(SCC(=O)c4ccc(Cl)cc4)c23)CO1
    -0.2, -6, -3, 0.5
- COc1ccccc1C(=O)Nc1c2c(nn1-c1cccc(Cl)c1)CSC2
    0.1, -5, 18, 1.9
- Cc1ccc(N2CC(NC(=O)N3CCC(O)CC3)CC2=O)cc1 (stereo not given)
    0.1, 14, 2, 0.2
- CCOc1ccccc1-c1noc(-c2ccncc2)n1
    -0.2, -8, -4, -1.7
- COc1cccc(NC(=O)Cn2nnc(-c3nc(-c4ccccc4)no3)c2N)c1
    0.1, 1, -2, 0.4
- O=C(Nc1ccc(Oc2ccc(Cl)cc2)c(Cl)c1)c1cc(Cl)ccc1NS(=O)(=O)c1cccc2nsnc12
    0.0, 4, 5, 1.4
- O=C(CCC1CCCC1)Nc1c2c(nn1-c1ccc(Cl)cc1)CSC2
    -0.1, 15, -8, 0.4
- CN(Cc1cnccn1)C(=O)CC1C(=O)NCCN1Cc1cccc(Oc2ccccc2)c1 (stereo not given)
    0.0, 13, 0, 2.4
- CC(Sc1ccccn1)C(=O)Nc1cccc(Cl)c1 (stereo not given)
    0.4, -52, 8, -0.6
- CC1CCCC(C)N1C(=O)c1cccc(F)c1F (stereo not given)
    0.5, 7, 4, 1.4
- CCCCNC(=S)NC(=O)c1ccccc1Br
    0.1, -12, -20, -1.4
- O=C(Cc1ccccc1)Nc1ccc(O)c(-c2nc3ccccc3s2)c1
    -0.1, -10, -2, 0.1
- COc1ccc(N(C)C(=O)c2ccc(N3C(=O)c4cccnc4C3=O)cc2)cc1
    -0.7, 6, 43, -0.3
- CC(=O)Nc1ccc(-n2c(SCC(=O)c3ccc(F)cc3)nc3sc4c(c3c2=O)CCCC4)cc1
    -0.1, 2, 15, 3.8
- CCOC(=O)CNC(=O)CSc1nc2c(C)c(C)ccc2cc1C
    0.0, -10, -21, -0.5
- Cc1ccc(C2C(=O)N(C3CCCCCC3)CC(=O)N2Cc2ccc(F)cc2)cc1 (stereo not given)
    -0.1, 3, 1, -1.4
- COc1ccc(N2CCN(c3ncnc4sc(C(=O)Nc5ccc(Cl)cc5)c(C)c34)CC2)cc1
    0.0, -6, -6, 0.3
- COc1cccc(CCNC(=O)CC2C(=O)NCCN2Cc2ccc(F)cc2Cl)c1 (stereo not given)
    0.0, 2, -6, 1.8
- CN(CCOc1ccccc1)C(=O)CCc1nnc(CCc2ccccc2)o1
    0.0, -15, -11, 1.9
- CC1CN(C(=O)c2cc3cc(Cl)cc(Cl)c3oc2=O)CC(C)O1 (stereo not given)
    0.1, -1, -12, -1.1
- CCCOC(=O)c1ccc(NC(=O)C(CC)c2ccccc2)cc1 (stereo not given)
    -0.1, 7, 8, 0.3
- CC(=O)C(C)n1c(CN2CC(C)CC(C)C2)nc2c1c(=O)n(C)c(=O)n2C (stereo not given)
    -0.1, -4, 6, 0.3
- O=C(CSc1nccc(=O)[nH]1)c1ccccc1F
    0.0, -13, -9, -1.6
- O=c1c2sc3ccc([N+](=O)[O-])cc3c2[nH]c(=S)n1CCN1CCOCC1
    0.2, -3, -3, 0.9
- CSc1ccccc1N=Cc1nc(-c2ccco2)oc1O
    -0.1, 2, 27, 2.7
- O=C(Nc1ccc2oc(-c3ccncc3)nc2c1)c1ccc(F)cc1
    0.5, -8, 10, 0.7
- COc1cc2c(cc1OC)C(c1ccc([N+](=O)[O-])cc1)NC(=O)C2 (stereo not given)
    0.0, -5, 4, -1.0
- O=S(=O)(Nc1ccc2c(c1)oc1ccccc12)c1cccs1
    0.0, -4, 0, -0.5

# Results in GPR151 ag, FBW7 act and TEAD-YAP block, for some of the entries so far:
SMILES,GPR151 ag,FBW7 act,TEAD-YAP block
O=C(CCC1CCCC1)Nc1c2c(nn1-c1ccc(Cl)cc1)CSC2,0.4,-0.1,15
CN(Cc1cnccn1)C(=O)CC1C(=O)NCCN1Cc1cccc(Oc2ccccc2)c1 (stereo not given),2.4,0.0,13
CC(Sc1ccccn1)C(=O)Nc1cccc(Cl)c1 (stereo not given),-0.6,0.4,-52

# 4 entries picked at random from the list so far, as already listed:
# Value order: FBW7 act, TEAD-YAP block, MITF primary, GPR151 ag
- CCOC(=O)N/N=C/c1cccc(OCC)c1O
    0.1, -17, -25, -0.9
- O=C(NCc1ccc2c(c1)OCO2)c1nn2cccnc2c1Cl
    0.0, -8, 12, -2.0
- CCc1ccc(/C=C2/C(=O)NC(=O)N2C(C)=O)cc1
    0.0, -9, 0, -0.1
- COc1cccc(NC(=O)Cn2nnc(-c3nc(-c4ccccc4)no3)c2N)c1
    0.1, 1, -2, 0.4

# Further structures follow:
Compound	FBW7 act	TEAD-YAP block	MITF primary	GPR151 ag
O=C(CN1CCN(c2ccccc2O)CC1)NCCCc1ccccc1	0.0	-3	4	-0.7
COc1cc2c(cc1OC)C(C)N(S(=O)(=O)c1ccc(C)cc1)CC2 (stereo not given)	0.1	-2	-7	0.5
CCOc1ccc2nc(NS(=O)(=O)c3c(C)[nH]c(=O)[nH]c3=O)sc2c1	0.0	7	6	-0.6
O=C(/C=C/c1ccco1)N1CCN(CCN2C(=O)c3cccc4cccc(c34)C2=O)CC1	0.1	-2	15	-0.3
Cc1ccc(N2C(=O)CC(N3CC4(C)CC3CC(C)(C)C4)C2=O)cc1 (stereo not given)	0.2	6	7	0.5
Cc1ccc(C)c(S(=O)(=O)/N=C2/C=C(SCC(=O)O)C(=O)c3ccccc32)c1	-0.2	-5	12	-0.4
Cc1cccc(NC(=O)Cn2c(=O)n(Cc3ccccc3Cl)c(=O)c3cccnc32)c1	-0.1	5	5	3.0
O=S(=O)(c1ccccc1)N1N=C(c2ccccc2)CC1c1ccco1 (stereo not given)	0.2	20	10	5.4*
CC1(C)Oc2ccc(C(=O)N3CCCCCC3)cc2N(CC(=O)NCc2ccccc2)C1=O	-0.1	-5	-10	0.7
COCCN1C(=O)C(C)Oc2ccc(C(F)(F)F)cc21 (stereo not given)	-0.1	17	3	0.6

# Other structures:
Compound	FBW7 act	TEAD-YAP block	MITF primary	GPR151 ag
O=C(CSc1nccc(=O)[nH]1)NC1CCCCCCC1	0.0	-9	-13	0.7
CC(C)CC(=O)N1CCC2(CCC(CNC(=O)Cc3cccc(F)c3F)O2)CC1 (stereo not given)	0.2	5	-11	0.3
Cc1nc2ccc(NC(=O)c3ncoc3-c3cccs3)cc2nc1C	-0.1	-3	-5	-0.1
Cc1cc(C)c2oc(-c3ccc(C)c(NC(=O)c4ccccc4F)c3)nc2c1	0.1	-11	3	-0.8
O=C1NN(c2ccc(Br)cc2)C(=O)/C1=C\c1cccc([N+](=O)[O-])c1O	0.8	4	-12	-1.1
Cc1cc(/C=C2\C(=O)NC(=O)N(C)C2=O)c(C)n1-c1ccc(Br)cc1F	-1.1	-3	14	-0.4
Cc1ccc(N2C(=O)C3C4C=CC(CNC(=S)NCCc5ccccc5)(O4)C3C2=O)cc1 (stereo not given)	0.6	-1	12	-0.3
O=C1N[C@@H](CC2CCCCC2)C(=O)N2C[C@@H](NCc3cnn(-c4ccccc4F)c3)C[C@@H]12	0.3	-17	-1	-1.2
CCCCCC(=O)NNC(=O)COc1ccc(Cl)cc1Cl	0.0	7	2	0.1
CN(C)c1ccc(N2C(=O)c3ccccc3NC2c2ccc3c(c2)OCO3)cc1 (stereo not given)	0.0	-39	-5	0.4

# The list goes on:
Compound	FBW7 act	TEAD-YAP block	MITF primary	GPR151 ag
O=C(CSc1nnc2c3ccccc3n(CCc3ccccc3)c2n1)N1c2ccccc2Sc2ccccc21	0.0	-13	-7	0.0
O=C(Cn1cc2c(n1)CCCCC2)NCc1cccnc1	0.2	-8	-11	-0.7
CCOC(=O)c1c(NC(=O)CSc2nnc(CNC(=O)c3cccc(OC)c3)n2-c2cccc(Cl)c2)sc2c1CCCC2	0.0	-6	1	1.5
CCN1CCN(C(c2cccs2)C(C)NC(=O)c2ccncc2)CC1 (stereo not given)	0.1	-1	16	0.2
O=C(CN1C(=O)NC2(CCc3ccccc32)C1=O)Nc1ccc(F)c(F)c1 (stereo not given)	0.0	12	10	-0.2
Cn1c(=O)c2c(ncn2CC(=O)NCc2ccccc2)n(C)c1=O	0.2	6	9	2.1
CC1=C(C(=O)Nc2cccc(C(F)(F)F)c2)C(c2ccc3c(c2)OCO3)C2=C(CC(c3ccccc3)CC2=O)N1 (stereo not given)	0.3	7	12	-0.8
CCN(CCCNC(=O)C1CCC(=O)N1Cc1ccccc1Cl)c1cccc(C)c1 (stereo not given)	-0.3	7	2	1.4
COc1ccc(C(=O)COC(=O)c2ccc3ccccc3n2)cc1	0.1	0	-22	1.6
COc1cccc(NC(=O)C2C3C=CC4(O3)C2C(=O)N(CCc2ccc(C)cc2)C4C(=O)NC2CCCCC2)c1 (stereo not given)	0.2	12	13	0.0

# Following part:
Compound	FBW7 act	TEAD-YAP block	MITF primary	GPR151 ag
Cc1ccc(OCc2nc3ccccc3n2C)cc1	0.8	28	11	-4.7
COc1ccc(-c2nc(NCCN(C(C)C)C(C)C)c3ncn(Cc4ccc(C(F)(F)F)cc4)c3n2)cn1	0.3	-6	4	-2.1
NC(=O)c1ccc(NC(=O)c2cnccn2)cc1	0.0	-29	4	1.2
O=c1cc(CSc2nc(NCc3ccc4c(c3)OCO4)c3ccccc3n2)nc2ccccn12	0.7	12	4	-1.7
COc1ccc(-c2nc(N(Cc3ccccc3)C(=O)CN(C)C)sc2C)cc1	-0.1	4	9	1.8
COc1ccc(OC)c(/C=C2/SC(=S)N(CCCC(=O)O)C2=O)c1	0.7	-11	11	-3.6
